Source: PubChem
HIV Rev-RRE inh = disrupts HIV-1 Rev binding to RRE RNA. P05866. Rev peptide-RRE RNA binding, FRET. inhibition, % at 8 µM. 0.79% of 97,000 active. AID 704;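 active = inhibition above the screen-wide mean plus 3 SD, cut at about 35% in these data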;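 also: 0% = median DMSO wells and 100% = median Neomycin B control wells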
Target sequence (P05866 whole entry, looked up): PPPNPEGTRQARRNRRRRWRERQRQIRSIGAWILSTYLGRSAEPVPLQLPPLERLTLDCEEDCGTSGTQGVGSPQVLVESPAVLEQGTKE
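Test system – labelled RRE RNA duplex and labelled Rev peptide · Reagent – labelled Rev peptide · Doses – one concentration, 8 µM nominal · Incubation – 5 + 15 min at 25 °C · Signal – FRET fluorescence readout · Read-out basis – % inhibition of FRET ratio versus controls · Control set – DMSO wells as 0% and neomycin B wells as 100% inhibition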
CD11b adhes enh = enhancers of human CD11b/CD18 binding to fibrinogen. 0.07% of 93,000 active. K562 CD11b/CD18 adhesion to fibrinogen, ATPlite luminescence. activation, % at 10 µM. AID 1499;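 active = 10 µM primary screen giving 50% or more activity, confirmed by 40% or more on retest at that dose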; also: strong numbers were not always called active
FAK inh = FAK (human) kinase inhibition | inhibition, %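 (tested at 7 µM)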 | biochemical FAK kinase activity assay | Q05397 | 0.84% of 97,000 active; in the data active = inhibition above about 19%;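 also: 0% = DMSO and 100% = reference compound high control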
ERa coact inh = ER-alpha (human) coactivator binding inhibition. TR-FRET ER-alpha LBD / SRC-1 peptide, estradiol-bound. inhibition, % at 25.6 µM. 1.7% of 86,000 active; in the data active = inhibition above about 50%;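 also: 0% = receptor plus peptide control and 100% = peptide only without receptor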
ERb coact inh = blocks coactivator binding to human estrogen receptor beta. Q92731. TR-FRET ER-beta LBD / SRC1-Cy5 peptide binding; receptor agonist-loaded with 1 µM estradiol. 1.3% of 86,000 active. inhibition, % at 25.6 µM. AID 633;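 active = compounds whose percent inhibition of the receptor-coactivator binding signal exceeds about 50% in the single-dose screen, limit read from the data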;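 also: 0% = receptor plus peptide wells without compound and 100% = peptide-only wells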
Target sequence (Q92731 whole entry, looked up, the tested form may be a part): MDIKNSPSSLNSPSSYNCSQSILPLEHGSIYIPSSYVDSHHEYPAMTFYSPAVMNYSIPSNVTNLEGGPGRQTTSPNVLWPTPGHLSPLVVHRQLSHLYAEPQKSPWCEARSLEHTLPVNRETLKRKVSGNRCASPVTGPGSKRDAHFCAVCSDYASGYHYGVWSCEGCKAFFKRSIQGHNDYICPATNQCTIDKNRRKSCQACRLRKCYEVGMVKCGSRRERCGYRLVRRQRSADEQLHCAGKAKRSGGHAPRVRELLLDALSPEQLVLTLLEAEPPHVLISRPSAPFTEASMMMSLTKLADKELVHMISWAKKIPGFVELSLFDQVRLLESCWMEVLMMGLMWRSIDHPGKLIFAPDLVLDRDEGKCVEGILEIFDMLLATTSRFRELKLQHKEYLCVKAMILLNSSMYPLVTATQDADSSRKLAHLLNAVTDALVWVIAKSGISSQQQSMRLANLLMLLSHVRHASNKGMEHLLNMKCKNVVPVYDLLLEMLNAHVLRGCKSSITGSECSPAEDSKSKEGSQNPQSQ
CD11b adhes inh = inhibitors of human CD11b/CD18 binding to fibrinogen. P05107+P11215. K562 CD11b/CD18 adhesion to fibrinogen, ATPlite luminescence; Mn2+ added to activate the integrin. inhibition, % at 10 µM. 0.54% of 93,000 active. AID 1497;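 active = primary inhibition of 50% or more at 10 µM, then 40% or more on retest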; also: some results filed as inactive read as strong as hits
Plk1 PBD FP = inhibitors of human Plk1 polo box domain binding | Plk1 PBD phosphopeptide binding, fluorescence polarization | inhibition, %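 (tested at about 20 µM)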 | 0.13% of 97,000 active | AID 693; in the data active = inhibition above about 34%, passing the limit was not always enough
ERa SRC1 pot = ER-alpha (human) coactivator binding potentiation; TR-FRET ERalpha-LBD/SRC-Cy5 coactivator binding, 2 h; 100 = basal binding, no effect; coactivator binding (% of control), % at 25.6 µM; 1.3% of 86,000 active; AID 639; in the data active = activity above about 200%;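 also: binding measured in presence of low estradiol as agonist stimulus; 0% = peptide alone without receptor and 100% = receptor with peptide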
PLK1 inh = blocks human PLK1 kinase activity | P53350 | recombinant PLK1 kinase, TR-FRET peptide phosphorylation | inhibition, % at 10 µM | 0.53% of 97,000 active;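 active = inhibition of 50% or more in the single-concentration screen; inactive = inhibition below 50%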;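 also: 0% = DMSO max control and 100% = H-89 dihydrochloride min control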
* = called active by the depositor; / = no result given; [ ] = dose if it differs, or a comment. Hits appear at their usual frequency. About 4.7% of those tested had a hit in this group.

The first six entries, to show the layout:
HIV Rev-RRE inh	CD11b adhes enh	FAK inh	ERa coact inh	ERb coact inh	CD11b adhes inh	Plk1 PBD FP	ERa SRC1 pot	PLK1 inh	Structure
12	-10	-1	-1	-13	0	8	109	-11	COCCn1c(C)cc2c(c1=O)C(c1ccco1)C(C#N)=C(N)O2 (stereo not drawn)
-3	/	3	0	-9	/	3	107	8	Cc1oc(-c2ccccc2)cc1C(N)=O
15	-6	-1	/	/	9	8	/	-2	Cc1c(CCOC(=O)C23CC4CC(CC(C)(C4)C2)C3)sc[n+]1Cc1ccccc1
2	/	1	-1	-1	/	-9	107	-16	C=CCNC(=O)CCCCCNS(=O)(=O)c1ccc(OC)cc1
/	2	/	-11	-2	6	/	105	/	COC(=O)c1c(-c2cccc(OC)c2)csc1N
9	0	0	1	13	-21	3	79	-1	CCCOc1ccc(OCCSc2ncccn2)cc1

The whole of this part (from the top)
HIV Rev-RRE inh	CD11b adhes enh	FAK inh	ERa coact inh	ERb coact inh	CD11b adhes inh	Plk1 PBD FP	ERa SRC1 pot	PLK1 inh	Structure
12	-10	-1	-1	-13	0	8	109	-11	COCCn1c(C)cc2c(c1=O)C(c1ccco1)C(C#N)=C(N)O2 (stereo not drawn)
-3	/	3	0	-9	/	3	107	8	Cc1oc(-c2ccccc2)cc1C(N)=O
15	-6	-1	/	/	9	8	/	-2	Cc1c(CCOC(=O)C23CC4CC(CC(C)(C4)C2)C3)sc[n+]1Cc1ccccc1
2	/	1	-1	-1	/	-9	107	-16	C=CCNC(=O)CCCCCNS(=O)(=O)c1ccc(OC)cc1
/	2	/	-11	-2	6	/	105	/	COC(=O)c1c(-c2cccc(OC)c2)csc1N
9	0	0	1	13	-21	3	79	-1	CCCOc1ccc(OCCSc2ncccn2)cc1
8	/	5	-15[fluorescence artefact?]	4	/	8	83	-12	O=C1CCCC2=C1C(c1cccs1)n1nc(SCc3ccccc3F)nc1N2 (stereo not drawn)
8	0	3	2	0[fluorescence artefact?]	-46	14	100	-10	CCC(C)NC(=O)CSc1nc2ccccc2c(=O)n1Cc1ccc(OC)cc1 (stereo not drawn)
-4	2	1	-5	-3	-10	5	86	0	CSc1ccc(C(=S)N2CCN(C(c3ccccc3)c3ccccc3)CC2)cc1
2	-1	-2	2	5	16	-7	102	-9	CCn1c(-c2cc(Cl)ccc2OC)n[nH]c1=S
3	/	-1	0[fluorescence artefact?]	-10	/	-14	108	-4	N#CCCSCc1ccc(C(=O)O)o1
0	-2	1	-5	-3	4	-2	96	-5	CN(C)CCCN=Cc1c(O)n(Cc2ccccc2)c(=O)c2ccccc12
-1	1	1	-22	-24[fluorescence artefact?]	3	12	99	-5	O=C(CCCc1nc(-c2ccccc2Cl)no1)NC1CCCCC1
10	-9	-1	-5	-2	-1	0	96	5	CCSc1nnc2nc(C)cc(C)n12
7	/	0	-10	5	/	-12	112	-5	COc1ccc(NC(=O)CN2CCN(CC(=O)Nc3ccccc3Cl)CC2)cc1
2	-1	-2	5	-3	-16	6	94	-4	Cc1csc(NC(=O)CCS(=O)(=O)c2ccc(Br)cc2)n1
2	2	-4	0	-1	-2	12	109[fluorescence artefact?]	0	CCN(Cc1ccccc1)C(=O)CCCOc1ccccc1
6	-1	1	-7	0	0	-19	120	-2	O=C(c1ccco1)N1CCN(S(=O)(=O)c2ccc(S(=O)(=O)NC3CC3)cc2)CC1
0	-2	1	-10	11[fluorescence artefact?]	5	12	529*[fluorescence artefact?]	-9	Cc1cc(NC(=O)c2cc(-c3ccccc3)on2)n(-c2ccccc2)n1
/	-4	/	6[fluorescence artefact?]	17[fluorescence artefact?]	-17	/	127[fluorescence artefact?]	/	O=C(CCS(=O)(=O)c1ccc(Br)cc1)NCc1cccs1
4	/	-4	/	/	/	6	/	-5	O=S(=O)(N/N=C\c1c(F)cccc1Cl)c1ccc(Cl)cc1
3	1	-4	-6	0	3	5	116	-11	CC(C)(C)NC(=O)C1CC(=O)OC12CCCCC2 (stereo not drawn)
/	6	/	6	1[fluorescence artefact?]	6	/	136	/	COC(=O)c1ccc(OC)c(CSc2nnc(COc3ccc(OC)cc3)o2)c1
4	1	4	-8	-8	-2	10	104	-5	Brc1cccc(-c2nnc(SCc3ccon3)n2-c2ccccc2)c1
6	/	0	-2	-7	/	-2	109[fluorescence artefact?]	-2	O=C(CSc1nnnn1-c1ccccc1)Nc1ncc2c(n1)CC(c1ccco1)CC2=O (stereo not drawn)
7	-3	2	4[fluorescence artefact?]	-3[fluorescence artefact?]	-17	6	111	-3	NC(=O)c1ncc(C(F)(F)F)cc1Oc1ccc(F)cc1
1	0	-4	/	/	-1	5	/	-13	COc1ccc(C(=O)NNC(=O)CN2CCC(n3nnc4cc(C(F)(F)F)ccc43)CC2)cc1
9	-5	2	/	/	-4	-3	/	-11	CC(C)(C)NS(=O)(=O)CC12CCC(CC1=O)C2(C)C (stereo not drawn)
10	3	1	-2	3	-24	-3	111	-1	N#Cc1cccc(-n2c(-c3ccccc3)nnc2-c2ccccc2)c1C#N
8	8	-2	-4	-7	-23	-8	126	-11	CCCCCCn1c(CN2CCCC(C)C2)nc2c1c(=O)n(C)c(=O)n2C (stereo not drawn)
/	0	/	1	1[fluorescence artefact?]	1	/	116	/	Cc1cccc2cc(CN(Cc3ccco3)C(=O)N3CCCC3)c(=O)[nH]c12
10	1	5	/	/	7	0	/	-9	c1ccc(C(c2ccccc2)c2nc(-c3cccnc3)no2)cc1
8	/	-2	-8	-12	/	-8	117	-12	Cc1cc(C)n(C(=O)CCCCCCCCC(=O)n2nc(C)cc2C)n1
11	0	2	-2	-3	-39	-17	90	1	Cc1cc(NC(=O)c2cccc(S(=O)(=O)N(C)C)c2)n(-c2ccccn2)n1
6	/	-1	/	/	/	4	/	-15	O=c1c2ccccc2nc2n1CCC2
4	0	-1	4	3	-14	-11	152	-2	Cc1ccc(NC(=O)N(Cc2ccc3c(c2)OCO3)Cc2cc3cc4c(cc3[nH]c2=O)OCCO4)cc1
0	/	0	-7	-7	/	9	116	-12	CCOc1ccc(N2C(=O)CC(NC3CCCCNC3=O)C2=O)cc1 (stereo not drawn)
9	-2	0	8	5	-2	-14	107	-7	CCOC(=O)Cc1csc(SCC(=O)/C(C#N)=C(\C)N)n1
-2	/	-42	12[fluorescence artefact?]	-1[fluorescence artefact?]	/	8	925*[fluorescence artefact?]	-26	O=C(CSc1nnc(-c2cccs2)n1-c1ccccc1)N1CCc2ccccc21
-3	/	-1	-7	-10	/	9	104	-9	O=C(N/C(=C\c1cccs1)C(=O)N1CCCCCC1)c1ccccc1
/	5	/	-5	8	-4	/	118	/	COc1ccc(CC(NC(C)=O)C(=O)NC2CCN(c3nc(C)cc(C)c3C#N)CC2)c(OC)c1 (stereo not drawn)
6	-1	-4	58*	48	-4	-1	58[fluorescence artefact?]	-6	Cc1cc(C(=O)OCC(=O)c2ccc(Br)s2)no1
-1	-6	-5	5	5	-7	-3	159[fluorescence artefact?]	-2	CN(c1ccc(C(=O)Nc2ccccc2C(=O)N2CCCC2)cc1)S(C)(=O)=O
6	-8	4	-1	3	84*	-22	111	-11	O=C(CSCC(=O)N1CCCCC1)Nc1nc(-c2ccc(Cl)s2)cs1
3	/	0	0	-3	/	-11	118	0	CCOn1c(=O)c(C)[n+]([O-])c2ccccc21
3	/	-6	/	/	/	-9	/	2	Cc1cccc(C(=O)O/N=C(\N)c2cccc([N+](=O)[O-])c2)c1
4	/	-3	6[fluorescence artefact?]	0[fluorescence artefact?]	/	6	122	-7	COc1cc(C2C(C(=O)c3cccs3)=C(O)C(=O)N2Cc2ccco2)cc(OC)c1OC (stereo not drawn)
3	9	3	/	/	-17	0	/	7	CCCCCCC(=O)Nc1nc(C)c(-c2csc(Nc3cc(OC)ccc3OC)n2)s1
7	4	-1	5	7	-2	4	96	-9	CCOc1ccc(NC(=O)C2CC(=O)N(CC)C(=Nc3ccc4c(c3)OCO4)S2)cc1 (stereo not drawn)
2	/	-2	11	13[fluorescence artefact?]	/	-6	103[fluorescence artefact?]	-8	CC(=O)NC(CCS(C)(=O)=O)C(=O)Nc1cc(C)on1 (stereo not drawn)
13	4	-2	-1	34[fluorescence artefact?]	-22	0	83	-6	CCCCn1c(=O)c2ccccc2c2ccccc2c1=O
9	/	2	-13	-7	/	-9	72	-5	CC(C)CC1C(C#N)=C(N)Oc2n[nH]c(-c3ccccc3)c21 (stereo not drawn)
5	-3	-1	4	5	-3	-7	114	-3	O=C(Nc1cccnc1)C1CCCN(S(=O)(=O)c2cccc3nsnc23)C1 (stereo not drawn)
24	3	2	/	/	-10	-1	/	-12	Cc1ccc(/C=C/C(=O)c2cc(Br)ccc2OC(=O)c2ccco2)cc1
2	-5	1	-18	-3	-6	-22	93	-5	O=C(OCCN=C1NS(=O)(=O)c2ccccc21)c1ccccc1
7	/	4	2	-5	/	18	96	-7	O=C(COC(=O)CCc1c[nH]c2ccccc12)NC1CCS(=O)(=O)C1 (stereo not drawn)
4	6	7	/	/	7	-23	/	-11	O=C(Nc1cc2c(oc1=O)CCCC2=O)c1ccc(Cl)cc1
3	16	-1	-12[fluorescence artefact?]	-8	7	8	89[fluorescence artefact?]	56*	N#CC1=C2SCN(c3ccccc3)CN2C(=O)CC1c1ccccc1Cl (stereo not drawn)
1	0	0	3	3	-4	12	78	-18	CCOC(=O)N1CCN(C(=O)CSc2nnc(-c3ccccc3OC)o2)CC1
5	-6	-2	2	7	3	-14	92	-8	CCc1c(C(=O)N2CCN(c3ccccc3F)CC2)[nH]c(C)c1C(C)=O
7	-2	-1	6	8	3	-3	84	-1	Cc1cccc(-n2c(N)c(C(=O)N3CCN(C)CC3)sc2=S)c1
